Compound activity (PubChem BioAssay)
ADAM10 inh = inhibits human ADAM10. recombinant ADAM10, EDANS/DABCYL FRET peptide cleavage, 3 h. O14672. 370,000 tested, 0.62% active. inhibition, % at 7 µM;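 active = inhibition above a per-campaign cutoff equal to the mean of compounds falling between control-based bounds plus 3 SD, cut at about 20% in these data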;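 note: 0% = DMSO wells while the 100% control is not disclosed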
rCAG RNA binder = binds r(CAG) RNA repeats. AID 651821. r(CAG) RNA repeat, TO-PRO-1 dye displacement fluorescence. inhibition, % at 3 µM. 370,000 tested, 1.3% active;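 active = inhibition above the plate cutoff, the mean of all test compounds on that plate plus 3 SD, cut at about 35% in these data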;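 note: 0% = DMSO alone and 100% = 100 µM mitoxantrone as full dye displacement; higher means more dye released from RNA so lower well fluorescence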
FXN GAA850 act = frataxin GAA850 promoter activation; HEK293 lucGAA850 FXN promoter luciferase reporter, 24 h; percent of 10 µM SAHA response; AID 540364; 360,000 tested, 0.56% active; activation, % at 6 µM;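 active = activation above the average of all compounds screened plus 3 SD, cutoff fixed separately per campaign, cut at about 7.5% in these data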;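 note: 0% = DMSO wells and 100% = 10 µM SAHA wells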
GC-A act = GC-A (human) enzyme activation; activation, % at 10 µM; P16066; 370,000 tested, 0.14% active; HEK293 GC-A cells, cGMP TR-FRET, EC30 ANP; 0% at EC30 ANP, 100% saturating ANP; in the data active = activation above about 40%
ASAP1 inh = ASAP1 ArfGAP inhibition; Q9ULH1; ASAP1-stimulated ARF1 GTP hydrolysis, GDP FP detection; inhibition, % at 16.5 µM; 360,000 tested, 0.19% active; AID 624377; in the data active = inhibition above about 25%;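 note: 0% = vehicle with enzyme and substrate and 100% = no enzyme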
Target sequence (Q9ULH1 325-724 limits assumed): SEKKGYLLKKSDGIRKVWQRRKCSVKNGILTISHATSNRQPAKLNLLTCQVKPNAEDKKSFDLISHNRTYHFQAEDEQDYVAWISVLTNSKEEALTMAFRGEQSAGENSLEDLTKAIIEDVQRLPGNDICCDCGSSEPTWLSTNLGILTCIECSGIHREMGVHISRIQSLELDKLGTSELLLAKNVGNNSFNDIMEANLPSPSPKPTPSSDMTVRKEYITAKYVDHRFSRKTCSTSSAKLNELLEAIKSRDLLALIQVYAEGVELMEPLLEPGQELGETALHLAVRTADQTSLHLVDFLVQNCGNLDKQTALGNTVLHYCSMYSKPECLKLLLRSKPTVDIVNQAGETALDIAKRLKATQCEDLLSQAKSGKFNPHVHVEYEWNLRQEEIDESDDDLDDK
HGIII-sPLA2 inh = Inhibits HGIII-sPLA2 liposome hydrolysis, primary screen; 370,000 tested, 0.56% active; inhibition, % at 12.2 µM; Q9NZ20; QFRET BODIPY PC-A2 liposome hydrolysis, fluorescence;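 active = inhibition above mean plus 3 SD of compounds lying within the high and low control bounds, cut at about 19% in these data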;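 note: 0% = median of test compound wells and 100% = no enzyme DMSO wells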
NPR2 activator = GC-B (human) receptor activation; P20594; HEK293-GC-B cells, CNP EC30, cGMP TR-FRET; 0% at EC30 CNP, 100% saturating CNP; activation, % at 10 µM; 370,000 tested, 0.11% active; AID 1920062;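 active = activation at 10 µM reaching about 35% in either raw or pattern-adjusted values, limit read from the data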
proKLK7 act = activates the human kallikrein-7 zymogen. 370,000 tested, 0.9% active. purified proKLK7, EDANS-DABCYL substrate fluorescence; 100% is mature enzyme control, 0% vehicle. P49862. activation, % at 7 µM;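 active = activation above the mean of all tested compounds plus 3 SD, computed per campaign excluding outliers beyond control limits, cut at about 13% in these data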
ARFGAP1 inhibitor = inhibits rat ARF GTPase activating protein 1 | Arfgap1-stimulated ARF1 GTP hydrolysis, GDP FP detection | Q62848 | inhibition, % at 16.5 µM | 360,000 tested, 0.26% active | AID 651572;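 active = inhibition above a per-plate limit, mean inhibition of low control wells plus 3 SD, cut at about 25% in these data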;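 note: 0% = DMSO wells with enzyme and 100% = wells lacking Arfgap1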
Target sequence (Q62848 1-136 limits assumed): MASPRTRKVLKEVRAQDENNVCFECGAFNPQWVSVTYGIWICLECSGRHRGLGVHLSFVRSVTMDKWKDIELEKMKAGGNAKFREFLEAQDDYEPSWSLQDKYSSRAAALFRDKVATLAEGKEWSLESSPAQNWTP
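Material: truncated rat Arfgap1 GAP domain; Incubation: compound-enzyme preincubation 20 min, reaction 120 min, detection 60 min, 25 °C; Read-out: percent inhibition of Arfgap1-stimulated GTP hydrolysis; Technique: FP, GDP Alexa 633 tracer displaced from anti-GDP antibody, 620/688 nm; Controls: No-Arfgap1 wells (100%) versus DMSO full-reaction wells (0%); Replication: single well per compound.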
DDE Tn6 FP inh = disrupts Tn6 cyclic peptide binding to fibrin D-Dimer-E complex | inhibition, % at 8.3 µM | AID 720509 | Fibrin DD(E) TRITC-Tn6 fluorescence polarization displacement | P02675 | 370,000 tested, 0.21% active;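 active = inhibition above a per-campaign cutoff: mean of compounds within control limits plus 3 SD, cut at about 15% in these data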;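 note: 0% = median of all compound wells on the plate and 100% = blocking peptide control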
Target sequence (P02675 whole entry, looked up): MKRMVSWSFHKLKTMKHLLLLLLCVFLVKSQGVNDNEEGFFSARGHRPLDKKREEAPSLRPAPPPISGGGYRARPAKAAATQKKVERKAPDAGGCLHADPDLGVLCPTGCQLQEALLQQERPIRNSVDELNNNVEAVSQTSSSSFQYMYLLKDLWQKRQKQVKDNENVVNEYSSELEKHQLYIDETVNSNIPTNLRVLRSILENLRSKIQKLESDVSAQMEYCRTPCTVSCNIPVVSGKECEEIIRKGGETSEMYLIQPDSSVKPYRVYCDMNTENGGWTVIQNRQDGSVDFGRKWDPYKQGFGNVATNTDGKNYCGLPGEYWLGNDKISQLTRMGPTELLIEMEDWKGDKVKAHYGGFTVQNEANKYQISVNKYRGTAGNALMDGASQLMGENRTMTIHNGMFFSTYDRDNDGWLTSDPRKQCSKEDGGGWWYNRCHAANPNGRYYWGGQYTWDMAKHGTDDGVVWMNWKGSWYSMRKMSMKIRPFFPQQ
* hit, by the source's call; i = inactive; x = no result given. Hits appear at their usual frequency; overall some 4.5% were active at least once.

SMILES	ADAM10 inh	rCAG RNA binder	FXN GAA850 act	GC-A act	ASAP1 inh	HGIII-sPLA2 inh	NPR2 activator	proKLK7 act	ARFGAP1 inhibitor	DDE Tn6 FP inh
CCCn1c(=S)[nH]c2cc(C(=O)N3CCN(C4CCCCC4)CC3)ccc2c1=O	7.2	-3.9	-0.7	1.3	-6.5	20.3*	-3.7	0.8	-1.9	-4.6
CC1(C)CC(=O)C2=C(C1)c1c(ccc3ccccc13)NC2c1ccc(C(=O)O)cc1 (stereo not given)	i	7.4	2.0	4.4	8.4	-5.2	-2.8	6.5	4.5	-0.6
CCOC(=O)CSc1nc(-c2ccccc2)nc2ccccc12	-0.2	-0.2	-1.2	0.6	18.1	-5.3	0.4	-0.1	8.1	-4.9
CC(C)(CO)Nc1nc(Cl)nc(NC2CCCCC2)n1	15.9	-2.6	2.2	0.9	-11.4	5.4	1.0	0.5	-2.1	-0.5
O=[N+]([O-])c1ncccc1OCc1ccc(Br)cc1F	-3.5	1.4	0.3	0.3	-0.2	-2.4	-4.6	-0.1	9.5	10.1
CC(=O)Nc1ccc(S(=O)(=O)N2CCN=C2SCc2cccc(C)c2)cc1	5.0	11.4	0.4	4.0	12.0	-13.1	-2.4	0.0	16.8	-2.4
O=C(CCCc1ccccc1)NCc1cn2ccsc2n1	-9.6	1.3	-1.4	1.5	12.3	7.3	3.2	1.0	-5.4	0.0
Nc1nc(Nc2ccc(Cl)cc2)nc(NCc2ccco2)c1[N+](=O)[O-]	8.8	27.6	6.1	37.2	4.0	-15.2	34.5	-0.5	0.5	-5.2
Cc1ccc(S(=O)(=O)CC(=O)N(CCCN2CCOCC2)c2nc3c(F)cccc3s2)cc1	-7.0	-2.1	-0.4	2.2	-12.3	4.1	5.0	0.3	1.3	4.4
COCCn1c(C23CC4CC(CC(C4)C2)C3)n[nH]c1=S	1.6	-4.3	0.2	1.1	-8.5	7.0	2.2	0.2	-8.0	4.5
COc1cc(C(=O)NNC(=O)c2n[nH]c3ccccc23)cc(OC)c1OC	-3.7	2.3	-0.7	-4.3	5.7	4.3	2.3	-0.8	-0.8	1.7
CCCN(CCC)CCNS(=O)(=O)c1ccc2c(c1)CCN2C(=O)C1CCC1	6.0	-3.8	0.2	-1.4	0.8	-2.8	0.9	-0.5	13.1	4.5
O=C(Nc1ccc(Oc2cccnc2)cc1)C1CCN(Cc2ccc(F)cc2)CC1	-10.9	-8.2	-0.2	-1.1	1.6	-1.8	-3.3	0.0	14.9	-3.2
COC(=O)CS(=O)(=O)c1cc([N+](=O)[O-])ccc1NC(=O)OC	-2.7	1.0	-1.7	1.2	-3.0	5.1	-1.1	-0.2	-10.6	9.7
Cc1cccc(OCc2nn[nH]n2)c1C	2.7	0.3	2.5	-0.1	5.2	0.3	6.7	0.0	-8.6	-5.0
O=C1c2cccc3cccc(c23)C(=O)N1c1ccccn1	-471.9	-1.0	2.3	0.6	-2.7	-0.9	-0.8	-1.4	-1.3	0.0
CC1(C)CC(NC(=O)COc2ccc3c4c(c(=O)oc3c2)CCCC4)CC(C)(C)N1	-134.5	9.6	-1.0	3.5	3.7	0.5	-3.0	0.7	0.7	-0.1
O=c1[nH]c(C2CCCN(S(=O)(=O)c3ccccc3Cl)C2)nc2c1nnn2Cc1ccc2c(c1)OCCO2 (stereo not given)	5.5	8.8	-0.1	-0.3	-6.0	-1.1	5.3	0.6	6.8	-3.1
CSc1ncccc1C(=O)OCc1ccccc1F	-8.0	0.5	4.7	-7.7	14.0	4.8	2.6	-0.3	-4.7	-1.0
O=C(c1ccccn1)N(c1ccccc1)C1(C(=O)NC2CCCCC2)CCCCC1	-7.3	-7.5	-1.0	-14.8	-2.2	8.5	-11.0	0.1	7.5	-1.3
C=CCc1cccc2cc(C(=O)Nc3ccc(NC(C)=O)cc3)c(=O)oc12	-9.8	-2.1	2.7	-7.6	-1.6	6.3	3.0	-0.8	-7.1	-4.1
O=C1Cn2nnc(-c3ccccc3)c2C2c3cc(Br)ccc3CCN12 (stereo not given)	-7.1	3.1	x	-6.4	-12.7	-13.9	-10.4	1.0	-4.4	5.2
CCOC(=O)c1cc(-c2ccccc2)sc1NC(=O)CSc1nncs1	-1.1	14.1	0.5	-3.1	-5.2	3.1	-7.2	-0.2	-3.9	6.2
CC1=C(C#N)C(Nc2ccc(Cl)cn2)(C(F)(F)F)C(=O)N1 (stereo not given)	-1.4	-1.1	-0.6	-1.9	4.0	0.4	2.4	-0.6	9.3	-1.9
CC(OC(=O)CSc1ccc([N+](=O)[O-])cc1)C(=O)NC1CC1 (stereo not given)	-2.4	0.7	1.2	-3.2	-9.1	4.5	-1.9	0.4	-9.6	2.5
CCCCCCCCCCCCN1[C@@H](CC(=O)OC)c2cc(C(F)(F)F)ccc2S1(=O)=O	4.0	-0.1	-3.3	-0.3	8.1	6.9	5.2	-0.1	0.3	1.5
Cc1cc(C)n(C(=O)c2ccc(C)c(S(=O)(=O)N3CCCCC3)c2)n1	-3.5	0.8	2.0	0.0	21.8	2.0	0.5	0.1	7.3	1.6
Cc1ccc(NC(=O)Cc2c(C(=O)O)n(C)c3ccccc23)cc1F	-5.0	27.2	1.0	1.2	-4.2	-24.8	-0.2	-0.7	9.3	-9.1
COc1ccccc1Nc1nc(N)nc(CN2CCN(Cc3ccc4c(c3)OCO4)CC2)n1	-5.9	-8.5	-0.9	1.4	-10.6	-6.8	-8.1	-0.3	6.5	3.6
COCCNC(=O)CSc1ncnc2sc(-c3ccccc3)cc12	0.1	25.0	1.3	0.6	-10.2	-3.3	-2.6	-0.4	-6.8	6.3
O=C1NC2(CCCc3ccccc32)C(=O)N1Cc1nnc(-c2ccccc2Br)o1 (stereo not given)	0.9	2.1	-0.4	2.1	1.2	-8.9	6.2	-0.7	1.7	1.4
C=CCn1c(SCc2nc3sc(C(=O)O)c(C)c3c(=O)[nH]2)nnc1-c1ccccc1	0.6	10.6	1.3	3.7	-3.9	-2.4	-0.9	-0.7	-0.7	-4.0
CCCOc1ccc(-c2cn3ccccc3n2)cc1[N+](=O)[O-]	1.4	3.5	7.3	1.8	-5.0	-3.3	-2.5	-0.1	1.6	-4.4
COc1cccc(NC(=O)CN(C)C(=O)c2c(C)nn(Cc3ccc(C)cc3)c2Cl)c1	-0.7	-4.8	-1.2	-2.1	-3.0	6.5	0.2	-0.2	4.8	7.0
OC(COc1ccccc1)Cn1c2ccccc2c2ccccc21 (stereo not given)	14.6	2.1	0.6	0.9	-4.8	-17.9	1.5	-0.1	6.9	-2.1
CC(O)CC(=O)OC[C@]12CC[C@H]3[C@@](C)(CC[C@H]4C(C)(C)CCC[C@]34C)[C@@H]1CC(C1=CC(=O)OC1O)O2 (stereo not given in full)	5.7	13.4	-11.5	0.4	-5.1	-8.5	-6.5	0.4	-15.4	-1.6
CCc1cccc(NC(=O)Nc2ccc3c(c2)OCO3)c1	2.9	5.0	2.7	10.0	11.0	-3.0	6.6	-0.1	3.0	-4.4
CN(C)c1ccc(NS(=O)(=O)c2cc(Cl)ccc2Cl)cc1	7.6	4.8	2.0	-3.3	5.8	14.4	2.0	-0.2	-6.6	-5.2
O=c1c2ccccc2ncn1-c1ccccc1C(F)(F)F	-0.3	-1.6	2.4	-2.2	-21.2	-4.3	1.8	0.1	-6.6	1.3
CC(=O)NCC(=O)OCC(=O)Nc1ccc(C(C)=O)cc1	5.3	5.3	-2.2	1.5	-3.7	-0.9	9.2	0.2	0.8	-3.9
CCN1CCN(C2=C(NS(=O)(=O)c3ccc(NC(C)=O)cc3)C(=O)c3ccccc3C2=O)CC1	5.4	-5.4	-0.5	-1.4	10.7	6.9	-0.5	0.2	10.9	-1.0
CC(c1ccccc1)n1c(SCC(=O)N2CC(=O)Nc3ccccc32)nc2ccccc2c1=O (stereo not given)	15.0	4.6	-1.0	-26.6	12.3	-4.9	-15.7	0.9	5.4	-5.2
COC(=O)C(C)Sc1nc2c(c(=O)n1-c1ccccc1)SCC2 (stereo not given)	5.0	-5.5	3.7	-1.9	-13.9	-1.3	-5.7	-0.3	0.9	-2.2
N#Cc1ccccc1CSc1ccccn1	12.0	2.2	3.5	0.6	-3.0	5.2	-3.8	0.9	5.0	2.9
O=C(CN1C(=O)NC2(CCCCCC2)C1=O)NCc1ccccc1	-4.8	0.1	-0.5	0.8	-13.2	3.6	2.6	0.2	2.4	-4.5

Profiles, looked up by structure.
Record of `CC(=O)NCC(=O)OCC(=O)Nc1ccc(C(C)=O)cc1` : ADAM10 inh: 5.3; rCAG RNA binder: 5.3; FXN GAA850 act: -2.2; GC-A act: 1.5; ASAP1 inh: -3.7; HGIII-sPLA2 inh: -0.9; NPR2 activator: 9.2; proKLK7 act: 0.2; ARFGAP1 inhibitor: 0.8; DDE Tn6 FP inh: -3.9
Record of `CCN1CCN(C2=C(NS(=O)(=O)c3ccc(NC(C)=O)cc3)C(=O)c3ccccc3C2=O)CC1` : ADAM10 inh: 5.4; rCAG RNA binder: -5.4; FXN GAA850 act: -0.5; GC-A act: -1.4; ASAP1 inh: 10.7; HGIII-sPLA2 inh: 6.9; NPR2 activator: -0.5; proKLK7 act: 0.2; ARFGAP1 inhibitor: 10.9; DDE Tn6 FP inh: -1.0
Record of `CC(c1ccccc1)n1c(SCC(=O)N2CC(=O)Nc3ccccc32)nc2ccccc2c1=O` (stereo not given) : ADAM10 inh: 15.0; rCAG RNA binder: 4.6; FXN GAA850 act: -1.0; GC-A act: -26.6; ASAP1 inh: 12.3; HGIII-sPLA2 inh: -4.9; NPR2 activator: -15.7; proKLK7 act: 0.9; ARFGAP1 inhibitor: 5.4; DDE Tn6 FP inh: -5.2

Continued:
SMILES	ADAM10 inh	rCAG RNA binder	FXN GAA850 act	GC-A act	ASAP1 inh	HGIII-sPLA2 inh	NPR2 activator	proKLK7 act	ARFGAP1 inhibitor	DDE Tn6 FP inh
Cc1ccc(OCC(=O)NCCCNC(=O)c2cccnc2)cc1	8.7	1.8	2.2	-3.2	2.9	1.8	-1.7	-1.5	-8.9	5.2
O=C1CCCCCN1Cc1ccccc1	-6.7	-3.1	0.9	2.6	-8.2	-7.5	-1.4	-0.1	-1.9	1.9
CCN(CC)CCNC(=O)c1ccc(NC(=O)c2cc(-c3ccncc3)nc3ccccc23)cc1	-0.4	6.3	0.6	-2.6	1.2	-12.0	-9.7	-0.1	9.0	1.8
O=C(NC1CCCC1)c1ccccc1-c1nc2ccccc2[nH]1	-4.8	0.7	-1.3	0.0	8.5	6.9	-1.0	-0.7	18.5	-7.9
O=C(COC(=O)COc1ccccc1F)NC1CC1	-5.2	2.4	1.1	1.7	5.8	5.0	-5.0	0.5	5.2	-0.6
CCOc1ccccc1-c1n[nH]c(=S)o1	-18.6	4.2	2.5	6.0	1.8	14.1	1.6	-0.3	-0.1	-1.5
O=C(c1cnn(-c2ccccc2)c1)c1cc(F)ccc1O	0.3	-2.7	4.9	-1.1	5.7	-7.8	3.0	-0.5	-6.1	-3.9
